MOR-DOR ag: OPRM1-OPRD1 heterodimerization agonism; cells, luminescence; P35372+P41143; hit rate 0.3% among 340,000; activation, % at 9.3 µM; AID 504326; in the data active = activation above about 18%;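 also: 0% = vehicle-treated cells and 100% = reference agonist; values of inactives mirror those of a sister screen read the other way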
HTR5A inv ctr: HTR5A inverse agonism, opioid heterodimer counter-screen; HTR5A cell line, luminescence; inhibition, % at 9.3 µM; AID 504634; P47898; hit rate 0.083% among 340,000; in the data active = inhibition mostly above about 23%, no sharp cut-off; inactive = mostly below about 18%;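 also: 0% = cells with DMSO and 100% = no-cell wells with DMSO; some compounds called inactive have numbers as strong as hits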
Target sequence (P47898 whole entry, looked up): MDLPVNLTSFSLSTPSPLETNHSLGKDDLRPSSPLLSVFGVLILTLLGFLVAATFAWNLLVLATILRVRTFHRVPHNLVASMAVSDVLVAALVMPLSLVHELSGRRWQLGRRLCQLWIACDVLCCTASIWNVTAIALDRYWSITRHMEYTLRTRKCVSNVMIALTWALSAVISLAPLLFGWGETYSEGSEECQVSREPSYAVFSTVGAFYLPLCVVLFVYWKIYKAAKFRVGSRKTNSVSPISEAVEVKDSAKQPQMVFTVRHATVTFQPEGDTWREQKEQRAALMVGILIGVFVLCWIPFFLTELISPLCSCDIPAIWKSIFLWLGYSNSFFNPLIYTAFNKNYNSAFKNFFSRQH
cardiac RTF act: increases calcium sensitivity of human cardiac regulated thin filaments; IANBD-labeled TnC RTF fluorescence at EC20 calcium; 0% EC20 calcium, 100% full calcium; AID 493008; hit rate 0.24% among 340,000; activation, % at 7.2 µM;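 active = activation above the mean over all tested compounds plus 3 SD, cut at about 30% in these data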;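 also: rise in fluorescence read as greater calcium sensitivity of cardiac thin filaments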
RTF Ca sens inh: cardiac RTF calcium desensitization. P19429+P45379. IANBD-labeled cardiac RTF, Ca2+ fluorescence. inhibition, % at 7.15 µM. hit rate 0.12% among 340,000. AID 493244;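 active = inhibition above the mean inhibition of all tested compounds plus 3 SD, cut at about 17% in these data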;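 also: assay run at fixed EC70 calcium of 1.6 mM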
MOR-DOR inv ag: inverse agonist of human OPRM1-OPRD1 heterodimerization; cell-based MOR-DOR heterodimer luminescence, inverse agonism; inhibition, % at 9.3 µM; AID 504357; hit rate 0.21% among 340,000; P35372+P41143; in the data active = inhibition above about 22%, passing the limit was not always enough;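 also: 0% = cells with DMSO and 100% = wells without cells with DMSO; values of inactives mirror those of a sister screen read the other way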
CAL-PDZ inh HTS: blocks peptide binding to the human CAL PDZ domain; hit rate 0.92% among 300,000; AID 602252; purified CAL PDZ, TMR-peptide fluorescence polarization, 1 h; inhibition, % at 24.9 µM;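 active = mean inhibition of at least 30% with at least half of replicates also reaching 30%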;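 also: 0% = DMSO neutral control and 100% = excess unlabeled competitor peptide PRC23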
LANA DNA inh: blocks KSHV LANA C-terminal domain binding to DNA. MBP-C-LANA/FAM-LBS DNA binding, fluorescence polarization. inhibition, % at 9 µM. hit rate 0.078% among 340,000;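 active = highest replicate inhibition at or above 60% at 9 µM, even if other replicates fall short; inactive = all replicates below 60% inhibition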;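 also: 0% = neutral control wells and 100% = 4 µM acridine orange control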
V-ATPase pHluor: alters yeast V-ATPase proton transport. S. cerevisiae, pHLuorin cytosolic pH fluorescence. response, % at 10 µM. hit rate 0.37% among 350,000. AID 504577; in the data active = response mostly above about 7.3%, no sharp cut-off; inactive = mostly below about 5.4%; also: actives read high; inactives centre near 0; some compounds called inactive have numbers as strong as hits; reference of the scale not given here
HTR5A ag ctr: activates human HTR5A in OPRM1-OPRD1 agonist counter-screen; P47898; HTR5A agonist assay, luminescence, cell-based; activation, % at 9.3 µM; hit rate 0.61% among 340,000; AID 504692; in the data active = activation mostly above about 9.5%, no sharp cut-off; inactive = mostly below about 7.6%;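 also: 0% = cells with vehicle only and 100% = reference agonist; strong numbers were not always called active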
Keap1 Nrf2 FP: Keap1-Nrf2 (human) interaction inhibition. Q14145. Keap1 Kelch-Nrf2 peptide fluorescence polarization, 1536-well. inhibition, % at 9.4 µM. hit rate 0.15% among 340,000. AID 504523; in the data active = inhibition above about 12%;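 also: human Keap1 Kelch domain with fluorescein labeled Nrf2 9mer peptide probe; 0% = neutral control wells and 100% = peptide positive control; higher means more block of Keap1 binding to Nrf2 peptide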
Target sequence (Q14145 whole entry, looked up, the tested form may be a part): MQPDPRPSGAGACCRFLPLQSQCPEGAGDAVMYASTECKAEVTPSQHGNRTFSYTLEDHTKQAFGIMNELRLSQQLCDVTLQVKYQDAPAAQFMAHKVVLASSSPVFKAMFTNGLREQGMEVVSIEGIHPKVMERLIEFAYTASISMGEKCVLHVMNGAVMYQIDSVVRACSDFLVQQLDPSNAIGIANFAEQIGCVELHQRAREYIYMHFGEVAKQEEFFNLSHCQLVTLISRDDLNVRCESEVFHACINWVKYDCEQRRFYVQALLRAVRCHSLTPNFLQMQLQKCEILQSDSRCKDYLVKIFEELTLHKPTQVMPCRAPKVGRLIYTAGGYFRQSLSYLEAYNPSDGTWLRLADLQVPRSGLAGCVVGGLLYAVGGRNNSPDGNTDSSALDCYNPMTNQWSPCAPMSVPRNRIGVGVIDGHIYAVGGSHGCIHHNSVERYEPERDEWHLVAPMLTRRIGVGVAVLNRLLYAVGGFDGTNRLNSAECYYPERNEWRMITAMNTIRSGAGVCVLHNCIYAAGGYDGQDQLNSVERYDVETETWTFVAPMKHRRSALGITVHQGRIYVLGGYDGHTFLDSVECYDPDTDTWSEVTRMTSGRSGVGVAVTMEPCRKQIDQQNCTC
An asterisk follows results filed as active; / = no result given. The list is partial (hit frequency here may not be typical).

SMILES	MOR-DOR ag	HTR5A inv ctr	cardiac RTF act	RTF Ca sens inh	MOR-DOR inv ag	CAL-PDZ inh HTS	LANA DNA inh	V-ATPase pHluor	HTR5A ag ctr	Keap1 Nrf2 FP
CC1(C)CC(=O)C(C=NCCN2CCN(C(=O)Cc3ccccc3)CC2)=C(O)C1	0.2	-11	-1	-9	-1	-3	0.2	1	-3	3
Cc1nc2cc(C(=O)N3CCC4(CC3)OCCO4)ccc2n1-c1ccc(Br)cc1	-0.2	1	3	-6	1	-8	0.8	-2	0	-2
C[C@]12CCC(=O)C=C1CC[C@@H]1C2[C@H](O)C[C@]2(C)C(=O)CCC12 (stereo not given in full)	-2.1	0	-4	-11	11	-2	2.3	0	0	-6
CC(=NCCCO)c1c(O)n(Cc2ccccc2)c(=O)[nH]c1=O	-2.1	10	3	4	12	-4	-0.2	2	-2	0
CCN1CCN(Cc2nc3ccc([N+](=O)[O-])cc3c(=O)n2-c2ccccc2F)CC1	0.0	-13	5	-6	0	-5	-0.4	2	3	1
CC1(c2ccccc2)NCCN2C(=O)CSC21 (stereo not given)	-1.4	-8	4	-4	8	0	-0.8	-1	-2	-5
O=C(CCNC(=O)N1C[C@H]2C[C@@H](C1)c1cccc(=O)n1C2)Nc1ccc(F)cc1	-3.6	11	2	-1	18	-1	-0.2	-3	4	0
COC(=O)C1=C(C)NC(=S)NC1c1ccc(N(CCCl)CCCl)cc1Cl (stereo not given)	0.7	-21	-2	-4	-3	-5	-1.0	-1	5	-3
CC12CC(=O)C3C(CCC4CC(=O)C=CC43C)C1CCC2=O (stereo not given)	-3.0	14	-3	2	16	0	0.3	-3	-4	-4
O=S1(=O)CC2(N3CCOCC3)CCCCCCC21 (stereo not given)	-2.2	16	-1	-5	12	/	0.0	-1	0	-1
CN1CC(C(=O)c2ccc(Cl)cc2)C(c2ccc(Cl)cc2Cl)C1 (stereo not given)	3.0	-17	0	-10	-15	-2	-1.5	-3	5	-3
O=C(O)c1ccc([N+](=O)[O-])c([N+](=O)[O-])c1	7.1	6	-2	0	-37	-3	-2.0	0	-2	2
C[C@]12CCC3C(CC[C@H]4C[C@H](O)CC[C@]34C)C1[C@@H](O)[C@@H](O)[C@@H]2O (stereo not given in full)	-2.9	-2	6	-10	15	20	-0.4	6	1	-3
Nc1c(C(=O)OCC2CCCO2)c2nc3ccccc3nc2n1Cc1cccs1 (stereo not given)	-1.8	-52	4	0	10	-5	0.4	-2	7	1
Cn1c(O)c(C(=N)COc2ccccc2)c(=O)n(C)c1=O	1.0	-7	3	-2	-5	-1	1.6	0	1	-2
Cc1ccc(N2C(=O)NC(=O)/C(=C\c3cc(C)n(-c4ccc(C(=O)O)cc4)c3C)C2=O)cc1	1.4	16	2	-10	-6	-3	-1.3	0	-5	0
Cc1cc(NC(=O)COC(=O)c2c(C)nn(Cc3ccccc3)c2C)no1	0.3	-5	-3	4	-2	0	0.6	-3	12*	2
O=C(Nc1cccc2ccccc12)N1CCC2(CC1)OCCO2	-0.4	-6	0	9	3	-1	-0.6	2	5	-4
O=c1[nH]c(=O)n(C2CCCCCC2)c(O)c1C=NC1CCN(Cc2ccccc2)CC1	0.2	3	4	6	-1	-2	-2.0	-3	1	0
CN1CCN(/N=C/c2c(O)n(CCC3=CCCCC3)c(=S)[nH]c2=O)CC1	0.7	24	11	-11	-4	-1	0.6	0	-4	-6
O=c1c2ccccc2nc(/C=C/c2ccc(O)c(O)c2)n1-c1ccccc1	4.0	-14	6	-2	-20	1	12	-1	4	-9
O=C(Cn1c(=O)n(CC2CS2)c2ccccc21)N1CCCCCC1 (stereo not given)	/	/	-4	5	/	-5	-1.0	2	/	2
O=C(Nc1ccc(C(F)(F)F)cc1)c1cccn(Cc2ccc3c(c2)OC(F)(F)O3)c1=O	0.0	-2	-3	0	0	-2	-1.2	5	1	-1
CC12CN3CC(C)(CN(C1)C3c1cccs1)C2 (stereo not given)	-3.5	7	-2	-1	17	-4	-1.4	9	-3	-3
Cc1ccc(-n2c(O)c(C=Nc3ccc(Br)cn3)c(=O)[nH]c2=O)cc1	-3.9	12	-3	4	18	-5	-0.2	-2	1	-9
COC(=O)C1=CO[C@H](C)[C@H]2CN3CC[C@@]4(C(=O)Nc5ccccc54)[C@@H]3C[C@H]12	-0.5	4	13	-1	3	-9	-0.5	1	3	-3
Cc1cc(OCc2cc(C(=O)O)oc2C)c2c3c(c(=O)oc2c1)CCCC3	-2.0	2	2	-13	10	-5	2.3	4	-3	1
COC(=O)C1=C(c2ccc(-c3ccccc3)c(F)c2)C[C@@H]2CC[C@H]1N2C(=O)NC1Cc2ccccc2C1	1.4	-25	9	-1	-8	-3	1.1	2	-1	-6
COc1cc(O)cc2c1cc([N+](=O)[O-])c1c(C(=O)O)cc3c(c12)OCO3	-1.6	15	10	-4	8	2	3.0	-1	0	-4
COC(=O)C1=C(c2ccccc2)C[C@@H]2CC[C@H]1N2C(=O)NCc1cccc2ccccc12	-0.4	-10	-6	-1	2	-1	0.9	6	4	-1
O=C(c1cc2cc(Br)ccc2[nH]1)N1CCC2(CC1)OCCO2	-1.8	1	1	1	10	-3	0.3	1	6	-3
COC(=O)C1=C(c2ccc(Cl)c(C(F)(F)F)c2)C[C@@H]2CC[C@H]1N2C(=O)NC1CCCCC1	-2.8	-12	2	-20	13	-1	-1.1	6	4	-3
O=c1c2ccccc2[se]n1-c1ccccc1	-1.5	13	-6	-1	8	-1	1.3	-1	-4	3
COC(=O)N(c1ccccc1)P(=O)(Oc1ccccc1)Oc1ccccc1	-2.3	11	0	0	11	2	-0.7	-4	-3	-1
Cc1cc(/C=C2\C(=O)NC(=O)N(Cc3ccccc3)C2=O)c(C)n1-c1ccc(Cl)c(C(=O)O)c1	0.8	-28	-16	5	-5	-2	43	-4	2	-2
Cc1ccc(P(=S)(c2ccc(C)o2)N2CCOCC2)o1	-1.7	-23	0	5	9	3	1.4	-2	8	-4
COc1cc(/C=C2\C(=O)NC(=O)N(c3ccccc3)C2=O)cc(OC)c1OC	-0.2	1	10	-7	1	-1	0.1	2	3	-7
NNC(N)=O	0.1	1	9	-3	0	-1	-0.2	-4	0	-1
Cc1cc(C(=O)CS(=O)c2ccc(F)cc2)cc(C)c1OC(=O)N(C)C (stereo not given)	-1.1	4	5	2	6	4	0.5	1	-2	-6
O=C(C1c2ccccc2C(=O)N2CCc3ccccc3C12)N1CCC2(CC1)OCCO2 (stereo not given)	-1.6	-1	-1	1	8	/	0.1	-3	1	1
CCCCCn1c(N)c(C(=O)NCCN2CCOCC2)c2nc3ccccc3nc21	0.5	-16	1	-4	-2	-2	-2.6	9	1	-3
CCCCCn1c(=O)c(C(=O)Nc2ccccc2S(N)(=O)=O)c(O)c2ccccc21	5.7	5	1	-10	-31	0	0.1	5	-2	-4
CC12CC[C@H]3[C@@H](CCC4(O)C[C@H](O)CCC34/C=N/NC(=O)c3ccccc3O)C1(O)CCC2C1=CC(=O)OC1 (stereo not given in full)	35*	-30	4	-2	-184	-3	-2.6	-4	9	-6
COc1ccc(CC2c3cc(OC)c(OC)cc3CCN2C)cc1O (stereo not given)	-2.2	15	10	-1	12	-5	0.6	1	2	-4
CN(C)CP(=O)(O)CN(C)C=O	-2.7	-26	3	0	15	-1	-1.1	1	1	-4
O=C1/C(=C\c2ccc(Cl)c(Cl)c2)N2CCC1CC2	-1.6	-9	0	-1	8	2	0.2	2	4	-1
CCOC(=O)C1(CCc2ccccc2)CCN(Cc2cccc3cnccc23)CC1	15	-8	1	-5	-69	-4	0.8	1	7	-2
COc1ccccc1CCNC1C2CC3CC(C2)CC1C3 (stereo not given)	0.1	-2	6	3	-1	-2	0.9	0	2	6
CC1(C)C(C(=O)NCc2ccco2)C1(C)C	-0.2	-5	13	-5	1	-4	-1.1	2	2	-1
CCOc1cc(CNCCc2cccc(F)c2)ccc1OC	-2.5	12	-2	1	12	3	-0.7	-4	-3	-2
COc1ccc(-c2nn(Cc3ccccc3)cc2C(=O)NC2CC2)cc1OC	-2.2	-6	-5	-2	9	3	-0.4	2	2	0
Cc1ccc(-c2cc(-c3ccccc3)cc(-c3ccccc3)[n+]2-c2ccccc2C(=O)O)cc1	-1.7	-3	2	-3	9	-1	-3.4	-4	-1	0
COc1cccc(-n2c(CN3CCOCC3)nc3ccc([N+](=O)[O-])cc3c2=O)c1	-1.7	3	3	-8	8	-3	1.4	1	-1	0
CC(C)c1ccc(-n2c(O)c(/C=N/NC(=O)c3ccncc3)c(=O)[nH]c2=O)cc1	-0.6	-19	-1	-3	3	-5	-3.8	0	2	2

In a second layout: results already given.
Order of results – MOR-DOR ag	HTR5A inv ctr	cardiac RTF act	RTF Ca sens inh	MOR-DOR inv ag	CAL-PDZ inh HTS	LANA DNA inh	V-ATPase pHluor	HTR5A ag ctr	Keap1 Nrf2 FP
COc1ccc(CC2c3cc(OC)c(OC)cc3CCN2C)cc1O (stereo not given)
    -2.2	15	10	-1	12	-5	0.6	1	2	-4
CN(C)CP(=O)(O)CN(C)C=O
    -2.7	-26	3	0	15	-1	-1.1	1	1	-4
O=C1/C(=C\c2ccc(Cl)c(Cl)c2)N2CCC1CC2
    -1.6	-9	0	-1	8	2	0.2	2	4	-1
CCOC(=O)C1(CCc2ccccc2)CCN(Cc2cccc3cnccc23)CC1
    15	-8	1	-5	-69	-4	0.8	1	7	-2
COc1ccccc1CCNC1C2CC3CC(C2)CC1C3 (stereo not given)
    0.1	-2	6	3	-1	-2	0.9	0	2	6
CC1(C)C(C(=O)NCc2ccco2)C1(C)C
    -0.2	-5	13	-5	1	-4	-1.1	2	2	-1
CCOc1cc(CNCCc2cccc(F)c2)ccc1OC
    -2.5	12	-2	1	12	3	-0.7	-4	-3	-2
COc1ccc(-c2nn(Cc3ccccc3)cc2C(=O)NC2CC2)cc1OC
    -2.2	-6	-5	-2	9	3	-0.4	2	2	0
Cc1ccc(-c2cc(-c3ccccc3)cc(-c3ccccc3)[n+]2-c2ccccc2C(=O)O)cc1
    -1.7	-3	2	-3	9	-1	-3.4	-4	-1	0
COc1cccc(-n2c(CN3CCOCC3)nc3ccc([N+](=O)[O-])cc3c2=O)c1
    -1.7	3	3	-8	8	-3	1.4	1	-1	0
CC(C)c1ccc(-n2c(O)c(/C=N/NC(=O)c3ccncc3)c(=O)[nH]c2=O)cc1
    -0.6	-19	-1	-3	3	-5	-3.8	0	2	2
